SDO1 yeast rescue: sdo1-depleted yeast growth rescue; S. cerevisiae sdo1-depleted JHY4D growth rescue, OD600 30 h; hits give high values; pdr5 snq2 efflux-pump mutant strain; hit rate 0.21% among 140,000; z-score at 10 µM;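 active = z-score above 3 at both the 24 hr and the 30 hr optical density reads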;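 also: z-score against mean and SD of all compound wells on the same plate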
INS promoter inh: TRM-6 insulin promoter activity inhibition; TRM-6 cells (human fetal islet line), insulin promoter-eGFP reporter, imaging; reporter expression induced with tamoxifen; inhibition, % at 2 µM; hit rate 0.9% among 130,000;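 active = inhibition above the mean plus 3 SD, with well images judged a real hit on visual review, cut at about 60% in these data, passing the limit was not always enough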
SDO1 yeast rescue Rescue 24 h: also measured in SDO1 yeast rescue; calls as there; z-score; S. cerevisiae sdo1-depleted JHY4D growth rescue, OD600; measured here: growth rescue at 24 h;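 0 is the plate mean of compound wells and units are plate SD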
* = called active by the depositor; i = inactive; / = not tested or not shown. This is a subset. The share of hits here may be higher or lower than overall.

SMILES	SDO1 yeast rescue	SDO1 yeast rescue Rescue 24 h	INS promoter inh
CC(C)c1ccc(Nc2ncccc2C#N)cc1	-0.9	-1.1	/
Cn1c(=O)c2c(nc(CN3CCC(C(N)=O)CC3)n2CCc2ccccc2)n(C)c1=O	0.69	0	/
CCCOc1cc(C)c(S(=O)(=O)n2nnc3ccccc32)cc1C	0.05	-0.21	26.8
CN1CCN(c2ccccc2NC(=O)c2cc(Br)ccc2Cl)CC1	2.27	3.12	-370.6
CCCCC(CC)C1OCC(CN2CCCC2)O1 (stereo not given)	0.53	0.32	-27.8
CCCCn1c(=O)c(CCC(=O)OCC(=O)Nc2ccc(C)c(Cl)c2)nc2ccccc21	0.04	0.66	/
CCOC(=O)c1cc2sccc2n1CC(=O)OC	1.45	1.55	/
CN1CCN(C(=O)c2ccc(COc3ccc(Cl)cc3Cl)cc2)CC1	-1.6	-1.62	-29.7
O=C(NNC(=S)Nc1cccc2ccccc12)c1cccc(Br)c1	-1.08	0.1	/
O=C(Nc1ccc(O)cc1)c1ccc2c(c1)C(=O)N(Cc1ccco1)C2=O	0.33	0	48.6
Cn1c(=O)[nH]c(=O)c2c1nc(N1CCN(c3ccccc3)CC1)n2CCSc1ncccn1	-0.27	0.11	/
Cc1ccc2nc(SCc3cn4cccnc4n3)[nH]c2c1	1.6	1.76	/
CCCOc1ccc(-c2c(C(=O)N/N=C/c3ccc(OCC)cc3)nnn2-c2nonc2N)cc1	-0.72	-1.18	35.5
Cc1ccc(S(=O)(=O)N2CCOCC2)cc1C(=O)NCc1ccco1	0.08	0	/
COc1ccc(OC)c(C(=O)CSc2nnc(-c3cccs3)o2)c1	0.11	1.51	-29.0
CCCSc1oc(-c2ccco2)nc1S(=O)(=O)c1ccccc1	-1.77	-1.6	30.8
COc1ccc(-c2cc(OC(=O)c3ccc(F)cc3)c3c(C)oc(C)c3c(=O)c2)cc1	-1.41	-1.11	15.0
CC(=O)c1cnc(Nc2nc(C)c3ccccc3n2)nc1C	1.06	1.01	25.6
COC(=O)c1nnn(CC(=O)NC(=O)Nc2c(C)cccc2C)c1C(=O)OC	0.14	-0.42	-58.6
CC(C)NC(=S)N/N=C/c1ccc(N2CCOCC2)cc1	1.98	2.61	/

Quoted from the listing.
CC(C)c1ccc(Nc2ncccc2C#N)cc1 in SDO1 yeast rescue: -0.9
CCCOc1ccc(-c2c(C(=O)N/N=C/c3ccc(OCC)cc3)nnn2-c2nonc2N)cc1 in INS promoter inh: 35.5
COC(=O)c1nnn(CC(=O)NC(=O)Nc2c(C)cccc2C)c1C(=O)OC in INS promoter inh: -58.6
O=C(Nc1ccc(O)cc1)c1ccc2c(c1)C(=O)N(Cc1ccco1)C2=O in SDO1 yeast rescue: 0.33
CCCSc1oc(-c2ccco2)nc1S(=O)(=O)c1ccccc1 in SDO1 yeast rescue Rescue 24 h: -1.6

Remaining list, next part.
SMILES	SDO1 yeast rescue	SDO1 yeast rescue Rescue 24 h	INS promoter inh
CCCNC(=O)NCCC12CC3CC(CC(C3)C1)C2	/	/	47.1
COc1ccc(-c2nc(-c3cccs3)c(-c3cccs3)[nH]2)cc1OC	-2.57	-1.61	54.8
Cc1ccc(S(=O)(=O)Cc2ccc(C(=O)NCc3ccc4c(c3)OCO4)o2)cc1	0.01	-0.5	16.1
CCC(=O)NCCc1cc2ccc(C)cc2[nH]c1=O	0.8	0.97	20.0
CC1=C(C(=O)N(C)Cc2ccccc2)C2(CCC(C)CC2)OC1=O (stereo not given)	-1.01	-0.72	/
Cc1ccc(-n2ncc3c2ncn2c(C)nnc32)cc1C	-0.63	-0.46	-15.4
CC(=O)Nc1ccc(S(=O)(=O)N2CCN(C(=O)Cc3ccccc3)CC2)cc1	-1.04	-1.48	6.8
O=C(CSc1c2c(nc3ccc(Cl)cc13)CCCC2)NCc1ccco1	-1.23	-0.79	8.3
Cc1ccc(-n2c(O)c(/C=N/NC(=O)C3COc4ccccc4O3)c3ccccc3c2=O)cc1 (stereo not given)	-0.58	-0.81	35.1
NS(=O)(=O)c1ccc(CCNC(=O)CCCOc2ccccc2)cc1	/	/	40.0
CSc1ccc(C(=S)N2CCN(Cc3ccccc3)CC2)cc1	-0.24	0.7	71.4
COc1ccc(NC(=O)C2(c3ccc(NC(=O)c4ccc(OC(C)=O)cc4)cc3)CCCC2)cc1	0.55	1.37	-93.3
CCCCCCNC(=O)CC(c1ccccc1)c1cc(Br)ccc1O (stereo not given)	-2.18	-2.06	-295.0
COc1ccccc1C(=O)Nn1c(C2CCC2)nc2ccccc2c1=O	-0.22	-0.58	/
O=C(CCCCCn1c(=O)[nH]c2ccccc2c1=O)N1CCN(Cc2ccc3c(c2)OCO3)CC1	0.29	-0.03	/
O=C(O)c1ccccc1S	0.39	0.04	28.6
O=C(O)CCn1cc(/C=C/C(=O)c2ccc(Cl)cc2)c(-c2ccc(Br)cc2)n1	0.57	0.23	/
O=C(NC1(C(F)(F)F)NC(=O)N(c2ccc(F)cc2)C1=O)c1ccncc1 (stereo not given)	-0.26	-0.28	-16.1
CCc1ccc(OCc2nnc(SCC(=O)N3CCN(c4ccccc4)CC3)o2)cc1	-0.63	0.89	57.1
COC(=O)c1sccc1NC(=O)c1ccc(OC)c(OC)c1	1.37	3.02	-17.2
CCC1Oc2ccccc2N(CC(=O)NCCCN2CCC(C)CC2)C1=O (stereo not given)	0.53	-0.02	18.8
COc1ccc(NC(=O)C(NCC(C)C)c2ccccc2)cc1Cl (stereo not given)	/	/	-55.6
COC(=O)c1c(C)[nH]c(C)c1-c1cccc([N+](=O)[O-])c1	/	/	15.4
COC(=O)c1ccc2c(c1)C(C)(C)C(/C=C/c1ccc(OC)c(OC)c1OC)=[N+]2C	0.68	0.65	2.6
O=[N+]([O-])c1cc(F)c(N2CCCCC2)cc1N1CCOCC1	1.15	1.6	-31.0
CCCCNC(=S)Nc1ccc2nc3n(c(=O)c2c1)CCCCC3	0.39	-0.2	12.0
O=C(O)CC(NC(=O)OCc1ccccc1)c1ccccc1 (stereo not given)	-0.53	-0.82	16.7
CC1CCN(c2ccc(NC(=S)NC(=O)c3ccc(-c4cccc([N+](=O)[O-])c4)o3)cc2)CC1	-0.87	-0.72	49.3
CC(=O)c1ccn(S(=O)(=O)c2ccccc2)c1	0.67	0.5	13.3
N#C/C(C(=O)N1CCCCC1)=C1\Nc2ccccc2S1	-0.92	-0.91	31.8
COc1ccccc1-n1c(CNC(=O)c2ccco2)nnc1SCC(=O)Nc1ccc(F)cc1	1.09	0.24	-34.6
CCOc1ccc(NC(=O)c2cc(SC)ccc2Cl)cc1	0.38	0.13	-58.6
Cc1ccc(-n2c(=S)[nH]c3sc4c(c3c2=O)CCc2ccccc2-4)cc1	-0.39	-1.25	/
COc1ccccc1OCCOc1ccccc1/C=N/n1cnnc1	0.22	0.2	/
O=C(Nc1ccccc1C(=O)O)c1ccc2ccccc2n1	0.5	0.71	-12.9
COc1cc(S(=O)(=O)N(Cc2cccnc2)Cc2ccco2)ccc1-n1cnnn1	0.51	-0.46	30.8
O=Cc1ccc2oc3nc4n(c(=O)c3c(=O)c2c1)CCCS4	-0.31	0.11	-6.2
CC1=C(C#N)C(C(F)(F)F)(C(F)(F)F)N=C(c2ccco2)N1	0.33	-0.26	37.5
COCCCNC(=S)Nc1ccc2c(c1)OCCO2	-0.37	-1.07	/
COc1ccc(-n2ccsc2=S)cc1	0.97	0	/

Structures shown so far that have a COOH group:
SMILES	SDO1 yeast rescue	SDO1 yeast rescue Rescue 24 h	INS promoter inh
O=C(O)c1ccccc1S	0.39	0.04	28.6
O=C(O)CCn1cc(/C=C/C(=O)c2ccc(Cl)cc2)c(-c2ccc(Br)cc2)n1	0.57	0.23	/
O=C(O)CC(NC(=O)OCc1ccccc1)c1ccccc1 (stereo not given)	-0.53	-0.82	16.7
O=C(Nc1ccccc1C(=O)O)c1ccc2ccccc2n1	0.5	0.71	-12.9

Next section:
SMILES	SDO1 yeast rescue	SDO1 yeast rescue Rescue 24 h	INS promoter inh
CCOC(=O)c1ccc(N2CN(CC)CNC2=S)cc1	0.51	0.57	-13.3
Cc1ccc(S(=O)(=O)NCc2ccncc2)c(C)c1C	/	/	-19.1
CC(=O)Nc1ccc(N2CCCCC2)c(C(=O)Nc2cccc(C)c2)c1	-1.22	1.41	-10.3
O=C(CNc1cccc(C(F)(F)F)c1)N/N=C/c1cn(-c2ccccc2)nc1-c1ccccc1	-0.62	-0.72	0.0
Cc1ccc(NC2c3ncccc3C(=O)N2C2CCCCC2)cc1C (stereo not given)	1.57	0.48	-14.8
CC(C)(C)NC(=O)/C(=C\c1ccco1)NC(=O)c1cccs1	0.19	-0.12	-37.0
CCOc1ccc(NS(=O)(=O)c2cc(NC(=O)c3cccc(C)c3)ccc2Cl)cc1	-0.37	-0.19	/
CCOc1ccc(C(=O)/C=C/c2ccc(SC)cc2)cc1	-0.52	-0.73	/
CCOC(=O)c1csc(NC(=O)c2cc(OC)c(OC)c(OC)c2)n1	-0.48	-1.13	/
O=c1cc(O)nc(SCc2ccccc2)[nH]1	0.4	-0.47	i
COc1ccccc1N1CCN(c2ncnc3c2oc2ccccc23)CC1	-1.95	-0.99	/
CC(C)CNC(=O)c1cccc(NC(=O)Cc2ccc(Br)cc2)c1	-0.52	-0.6	-154.6
CC(=O)c1cc2c(cc1NC(=O)CCNC(=O)c1ccccc1Cl)OCO2	-0.36	0.02	26.5
CN(C)S(=O)(=O)NCc1ccc2c(c1)OCO2	0.41	-0.3	-58.9
NC(=S)N/N=C/c1ccc(Br)o1	/	/	-227.3
CC1CC(C)CN(C(=O)CSCC(=O)Nc2nc(-c3cccs3)cs2)C1 (stereo not given)	-2.47	-1.65	/
O=C(O)c1ccccc1C(=O)c1ccc2c(c1)N(Cc1ccc(Cl)c(Cl)c1)C(=O)CO2	/	/	-72.1
O=C(COC(=O)C1CC(=O)N(Cc2ccccc2)C1)c1ccc(Br)cc1 (stereo not given)	0.49	-0.06	14.3
CN(C)C(=O)N1CCC(C(=O)NCc2ccccc2Cl)CC1	0.65	0.39	/
N#C/C(=N\Nc1c(Cl)cccc1Cl)C(=O)NN	-0.48	-0.87	-16.2
CCOC(=O)c1c(-c2ccccc2)oc2ccc(O)c(CN3CCOCC3)c12	-1.41	-0.97	-41.4
Cc1ccc(CNc2nc(N)c([N+](=O)[O-])c(Nc3cccc(F)c3)n2)cc1	0.3	0.96	-37.5
O=C(Nc1ccccc1)c1cc([N+](=O)[O-])ccc1NCc1cccnc1	0.24	0.12	-17.6
CN(C)c1cccc2c(/C=N/O)ccc(N(C)C)c12	/	/	-44.4
CCc1nnc(NC(=O)CC(=O)Nc2ccccc2C(=O)O)s1	1.56	1.5	21.7
Cc1nonc1OCCCNc1ccc([N+](=O)[O-])cc1Cl	/	/	-16.7
Cc1ccc(S(=O)(=O)Nc2nc3ccc(S(=O)(=O)N4CCCC4)cc3s2)cc1	0.82	0.66	62.5
Cn1ncc(C#N)c1NC(=O)C1CC(c2ccc(Cl)cc2)=NO1 (stereo not given)	0.05	-0.13	-25.6
CC(C(=O)NC1CCCC1)N(C(=O)c1snc(C(N)=O)c1N)c1ccc2c(c1)OCCO2 (stereo not given)	14.4*	10.2*	-145.4
CN(C)c1ccnc2sc(C(=O)c3ccc(Br)cc3)c(N)c12	/	/	21.1
COc1ccc(/C=N\NS(=O)(=O)c2ccc(Br)cc2)cc1COc1ccccc1[N+](=O)[O-]	-0.92	-0.51	9.6
Cc1c(Cl)cccc1NC(=S)NCCC(C)C	-0.51	-0.81	-25.9
Cc1ccc(C(=O)Nc2ccc(N3CCN(S(C)(=O)=O)CC3)cc2)cc1	-0.47	-0.24	13.0
O=c1c2c3c(sc2nc2n1CCCCC2)CCCCC3	-0.54	-0.75	/
Cc1cc(NC(=O)CCCSc2nc(-c3ccco3)cc(C(F)(F)F)n2)no1	0.09	1.24	-58.6
CC1(C)Cc2ccccc2-c2nnc(-c3ccco3)n21	0.29	0.39	-16.7
CC(C)CCNC(=O)NC(=O)CSc1nnc(-c2ccccc2F)n1N	0.55	0.55	-13.2
CCOC(=O)Cc1csc(NC(=O)CSc2nnc(-c3ccc(F)cc3)o2)n1	-0.57	0.85	/
COc1ccc(OCCSc2nnnn2C2CCCCC2)cc1	-0.16	-0.2	/
CCOC(=O)C1=C(O)/C(=C\c2cccc(OC)c2)N=C1C	1.3	0.3	-25.0
FC(F)Oc1cccc2cccnc12	0.1	-1.09	-375.0
O=C(O)C1CC=CCC1C(=O)c1ccccc1 (stereo not given)	1.22	0.87	65.6*
O=[N+]([O-])c1cccc(CSc2nc3ccccc3[nH]2)c1	-0.44	-0.1	/
S=c1[nH]nc(-c2cccs2)n1/N=C/c1cccs1	/	/	13.3
O=C1CC(c2ccccc2)CN1C(=O)c1ccccc1 (stereo not given)	-0.29	-0.56	/
CCCCC1CC1C(=O)Nc1ccc(OC)c(OC)c1 (stereo not given)	-0.78	-0.83	-6.2
CC(C)C(=O)N(Cc1ccccc1)c1ccccn1	-0.04	-0.23	32.3
O=C(O)c1cn(-c2ccccc2)nc1-c1ccc(Cl)cc1	/	/	12.5
CCOC(=O)Cn1c(C)cc(=O)c2ccccc21	0.72	-0.29	7.0
Cc1cc(C)cc(C(=O)O/N=C(\N)c2ccc(Br)cc2)c1	-0.97	-0.38	-5.7
O=C(Cn1c(=O)n(CC2CCCO2)c(=O)c2ccccc21)N1CCN(c2ccccc2)CC1 (stereo not given)	0.01	-0.1	/
Cc1ccc(NC(=O)c2cc(-c3ccc(C)o3)nc3ccccc23)cc1	-1.22	-0.16	2.7
Cc1cc(C(=O)Nc2nnc(C(F)(F)F)s2)no1	-0.21	-0.03	10.9

3 compounds already listed, ordered by the number in SDO1 yeast rescue Rescue 24 h, high to low:
structure	SDO1 yeast rescue	SDO1 yeast rescue Rescue 24 h	INS promoter inh
O=[N+]([O-])c1cccc(CSc2nc3ccccc3[nH]2)c1	-0.44	-0.1	/
CC(C)C(=O)N(Cc1ccccc1)c1ccccn1	-0.04	-0.23	32.3
FC(F)Oc1cccc2cccnc12	0.1	-1.09	-375.0

Screening data (PubChem BioAssay)
